Compound activity (PubChem)
RSV CPE inhibition: RSV antiviral activity via CPE protection, HEp-2 cells, primary 10 µM value included (AID 2391). HEp-2 cells, RSV-induced CPE inhibition; higher % means a stronger effect. CPE inhibition, % at 10 µM, or IC50 in µM where a hit was titrated. hit rate 0.13% among 310,000; in the data active = a potency from the dose series; note: strong numbers were not always called active
T cell modulator: modulators of CD8 T cell-vesicle binding, primary screen, mouse 2C CD8+ T cells, flow cytometry | 2C CD8+ T cell-vesicle binding; active compounds read low | calls only at 7 µM | hit rate 0.068% among 330,000 | AID 2052, 2009;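 active = response, share of CD8 T cells binding vesicles, and their 90th percentile fluorescence all below set limits, cut at about 80% in these data, passing the limit was not always enough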
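Test system: purified 2C TCR transgenic mouse naive CD8+ T cells. Probe or stimulus: QL9-peptide-loaded Drosophila micro-vesicles bearing Ld, ICAM-1 and B7-1. Incubation: binding step 1.5 h, 37 °C, antibody labelling 20 min, ice. Measured by: flow cytometry of vesicle-bound cells.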
K1F lysis inhibition: inhibition of K1F phage lysis, E. coli UTI89, bacterial capsule biogenesis inhibitors, alamar blue (AID 488966). E. coli UTI89 K1F phage lysis, alamar blue, 2 h; higher % means a stronger effect. hit rate 0.02% among 340,000. inhibition, % at 100 µM, or IC50 in µM where a hit was titrated;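 active = phage lysis inhibition, versus mean bacterial control, above a set limit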;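 note: capsule biogenesis inhibitors block K1F phage lysis so surviving cells raise fluorescence; higher fluorescence means more inhibition of phage lysis; actives were called in the ten point dose series up to 300 µM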
T cell modulator vesicle-bound %: also measured in T cell modulator; calls as there; double positive events, %; measured here: CD8+ vesicle-bound cell fraction;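 binding gate set so that unloaded-vesicle control wells show 10% double positive cells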
* hit, by the source's call; i = inactive; [ ] = another dose, or the depositor's remark. A portion of the library; the hit share may differ from the screen's.

molecule	RSV CPE inhibition	T cell modulator	T cell modulator vesicle-bound %	K1F lysis inhibition
CCN(CC(=O)Nc1ccccc1C(F)(F)F)C(=O)c1ccc2[nH]c3c(c2c1)CC(C)CC3 (stereo not given)	22.2%	i	19.8	-0.8%[50 µM]
COc1ccc(COC(=O)CN2C(=O)NC3(CCCC3)C2=O)cc1F	-1.2%	i	35.8	1.0%[50 µM]
O=C(CSc1ccc(Br)cc1)NC1CCS(=O)(=O)C1 (stereo not given)	0.6%	i	16.2	-0.8%[50 µM]
O=C(Nc1nncs1)C1CCCC1	-2.0%	i	33.8	0.0%
COc1ccc(OC)c(S(=O)(=O)NCC(=O)NC2CCCCCC2)c1	1.3%	i	48.5	0.5%[50 µM]
CCN(CC(=O)Nc1ccc2c(c1)OCCO2)C(=O)c1ccc(Cl)cc1Cl	-1.3%	i	20.8	2.0%[50 µM]
O=C(NCc1ccc2c(c1)OCO2)c1ccccc1Cl	2.5%	i	22.6	0.6%
CCOC(=O)c1ccc(-c2c(-c3ccccc3OC)oc3ccccc23)cc1F	1.9%	i	37.8	1.2%
COCCN(C(=O)COC(=O)c1cc(C)oc1C)c1c(N)n(Cc2ccccc2)c(=O)[nH]c1=O	0.6%	i	40.7	-1.2%
CCCCc1ccc(NC(=O)CN2C(=O)C3CCCCC3C2=O)cc1 (stereo not given)	-2.1%	i	11.9	-0.1%[50 µM]
COc1ccc(NC(=O)CN(C)C(=O)CSCc2ccc(C)cc2)cc1	1.7%	i	60.4	0.7%[50 µM]
CC1CCCC(NC(=O)c2cccs2)C1C (stereo not given)	1.6%	i	13.2	1.2%[50 µM]

The listing continues:
molecule	RSV CPE inhibition	T cell modulator	T cell modulator vesicle-bound %	K1F lysis inhibition
COc1ccccc1NC(=O)COc1cccc2c1CCNC2=O	28.8µM*	i	49.3	1.4%[50 µM]
Cn1c(CCC(=O)Nc2ccc(F)cc2)nc2cc(S(=O)(=O)N3CCOCC3)ccc21	-1.0%	i	33.1	2.0%[50 µM]
Cc1cc(C)c(NC(=O)CN(C)C(=O)c2ccc(OCc3ccccc3)cc2)c(C)c1	0.8%	i	12.2	0.4%[50 µM]
COc1ccccc1NS(=O)(=O)c1cc(NC(=O)CN2C(=O)NC3(CCCC3)C2=O)ccc1C	-0.2%	i	49.7	-1.2%
COc1cccc(C(=O)OCC(=O)Nc2sc3c(c2C(N)=O)CCC3)c1O	0.3%	i	40.4	0.9%[50 µM]
O=C(COc1cc(F)ccc1[N+](=O)[O-])N1N=C(c2cccs2)CC1c1ccco1 (stereo not given)	3.6%	i	33.8	-0.2%[50 µM]
CN(C)c1ccc(S(=O)(=O)NCC(=O)NCCC2=CCCCC2)cc1[N+](=O)[O-]	0.7%	i	43.3	0.3%[50 µM]
COc1cc([C@@H]2CC=C(C(=O)O)[C@H](c3ccc(Cl)cc3)N2S(=O)(=O)c2ccc(C)cc2)cc(OC)c1OC	4.0%	i	42.4	-1.0%
Cc1ccc(NC(=O)CCNC(=O)c2ccccc2Cl)cc1S(=O)(=O)N1CCCCCC1	1.8%	i	36.8	0.0%[50 µM]
Cn1c(N)c(C(=O)CSc2nnc(C3CC3)n2Cc2ccccc2)c(=O)[nH]c1=O	0.6%	i	17.0	0.2%[50 µM]
CC(OC(=O)CCN=C1NS(=O)(=O)c2ccccc21)C(=O)NC1CCCCC1C (stereo not given)	1.2%	i	44.7	0.6%[50 µM]
Cc1cc(C(=O)COC(=O)c2ccc(Cl)c(S(N)(=O)=O)c2)c(C)n1C1CC1	2.5%	i	54.7	1.3%[50 µM]

Remaining list, next part
molecule	RSV CPE inhibition	T cell modulator	T cell modulator vesicle-bound %	K1F lysis inhibition
CCN1C(=O)[C@@H]2[C@@H](c3ccc(-c4ccc(Cl)c(Cl)c4)c(OC)c3)N3CCC[C@@]3(C(=O)OC)[C@@H]2C1=O	0.2%	i	48.2	-1.5%
CC(NC(=O)c1ccco1)C(=O)O (stereo not given)	2.5%	i	25.7	-0.1%
CCCCn1c(N)c(N(CCOC)C(=O)COc2c(C)cccc2C)c(=O)[nH]c1=O	0.2%	i	10.0	1.2%[50 µM]
Cc1ccc(F)cc1NC(=O)CSc1nnc(CNC(=O)c2ccco2)n1C	-1.1%	i	24.8	1.1%[50 µM]
O=C(Cn1ccc(NC(=O)OCc2ccccc2)nc1=O)NCCCN1CCCC1=O	-0.1%	i	39.9	-0.1%
Cc1ccnc(NC(=O)c2cccc(NC(=O)CC3SC(N4CCCCC4)=NC3=O)c2)c1 (stereo not given)	0.1%	i	9.4	0.3%[50 µM]
COc1ccc(Cl)cc1NC(=O)C(C)OC(=O)Cn1cc(C(F)(F)F)ccc1=O (stereo not given)	1.4%	i	41.6	0.7%[50 µM]
Cc1ccc(N2CC(C(=O)OCC(=O)c3c(N)n(CC(C)C)c(=O)n(C)c3=O)CC2=O)cc1 (stereo not given)	-1.2%	i	7.5	0.2%[50 µM]
c1ccc(-c2cc(-c3ccccc3)ncn2)cc1	1.5%	i	26.5	1.8%
CCN1C(=O)[C@@H]2[C@@H](c3ccc(-c4ccc(OC)cc4)c(OC)c3)N3CCCC[C@@]3(C(=O)OC)[C@@H]2C1=O	1.3%	i	27.7	0.2%
O=C(N=C1SC2CS(=O)(=O)CC2N1c1ccccc1)c1cccc([N+](=O)[O-])c1 (stereo not given)	0.5%	i	30.6	0.8%[50 µM]
COc1cccc(NC(=O)C2CSC3(C)CCC(=O)N23)c1 (stereo not given)	1.2%	i	53.4	0.8%[50 µM]

(further entries)
molecule	RSV CPE inhibition	T cell modulator	T cell modulator vesicle-bound %	K1F lysis inhibition
CC1=N/C(=C\c2ccccc2Cl)C(=O)O1	1.4%	i	32.6	0.5%
COc1cc(NC(=O)CN2C(=O)NC3(CCOc4ccccc43)C2=O)cc(OC)c1 (stereo not given)	-0.4%	i	9.3	0.5%[50 µM]
CC1(NC(=O)Nc2cc([N+](=O)[O-])ccc2O)CCS(=O)(=O)C1 (stereo not given)	0.7%	i	29.0	1.1%[50 µM]
Cc1cccc(NS(=O)(=O)c2ccc(C(=O)N3CC(C)OC(C)C3)cc2)c1C (stereo not given)	5.5%	i	53.5	0.9%[50 µM]
COc1cccc(C2=CC(=O)C[C@H](c3ccc(Cl)cc3)C2)c1	3.8%	i	28.8	-0.5%
COc1ccc(NC(=O)CSc2nnc3ccc(-c4ccccn4)nn23)cc1	-1.4%	i	42.8	0.8%[50 µM]
COc1ccccc1CNC(=O)C1CC2Cn3c(nc4cc(C)c(C)cc43)C2N1C (stereo not given)	-1.9%	i	36.8	0.8%
COc1ccc(CNCc2cc(Cl)ccc2O)cc1	-1.5%	i	55.3	1.1%
CCOC(=O)c1ccc(N2C(=O)[C@@H](c3ccccc3)[C@H]2c2ccccc2)cc1	2.7%	i	11.6	0.1%
CCCN(CC(=O)Nc1ccccc1OC)C(=O)CCNC(=O)c1ccccc1OC	-0.2%	i	55.2	-1.1%
O=C(Cc1cccc(NC(=O)C2CCCN(C(=O)C3CCCCC3)C2)c1)Nc1cccc(C(=O)N2CCCC2)c1 (stereo not given)	2.2%	i	13.2	1.3%
CC(=O)Nc1cccc(C)c1	2.2%	i	30.6	1.2%

The results go on:
molecule	RSV CPE inhibition	T cell modulator	T cell modulator vesicle-bound %	K1F lysis inhibition
C/C(=N\NC(=O)c1cccc(S(=O)(=O)N2CCCC2)c1)c1ccccc1F	1.1%	i	42.2	0.9%[50 µM]
Cc1cccc(Nc2nnc(SC(C)C(=O)NC3CC3)s2)c1 (stereo not given)	0.4%	i	36.0	0.8%[50 µM]
CCN(CC)CCn1c2c(c(SCC(=O)Nc3cccc4ccccc34)nc1=O)CCCC2	-1.0%	i	41.6	1.3%[50 µM]
COc1c2ccoc2nc2c(OC)c(OC[C@@H](O)C(C)(C)O)ccc12	-0.3%	i	65.1	1.1%
CC(=O)c1cc2c(cc1NC(=O)Cc1ccsc1)OCO2	0.6%	i	29.4	1.2%[50 µM]
O=[N+]([O-])c1cccc(-c2nnnn2-c2cccc(F)c2)c1	0.6%	i	34.8	0.0%
COc1ccc(NC(=O)CSc2nnnn2C2CC2)cc1S(=O)(=O)N1CCOCC1	0.6%	i	24.1	0.7%[50 µM]
COc1ccc(OC)c(S(=O)(=O)N2CCN(CC(O)CN3CCOCC3)CC2)c1 (stereo not given)	0.2%	i	31.8	0.5%[50 µM]
CCOc1ccccc1NC(=O)COC(=O)CCOc1cc(C)ccc1C	-0.6%	i	54.6	0.7%[50 µM]
S=C(CN1CCCC1=S)N1CCOCC1	9.7%	i	43.4	1.8%
CN(CC(=O)Nc1ccc(Cl)c(Cl)c1)C(=O)CN1C(=O)NC2(CCCC2)C1=O	2.8%	i	41.4	1.4%[50 µM]
COc1ccccc1C(=O)NC(=O)CSc1nnc(SC)s1	-1.0%	i	11.1	1.4%[50 µM]

Further entries.
molecule	RSV CPE inhibition	T cell modulator	T cell modulator vesicle-bound %	K1F lysis inhibition
O=S(=O)(NCc1ccc(F)cc1)c1ccccc1Br	-0.3%	i	26.7	1.4%
O=C(COc1coc(CN2CCN(c3ccccc3F)CC2)cc1=O)NCC1CCCO1 (stereo not given)	-1.3%	i	50.6	1.1%[50 µM]
O=C(Nc1cccc(S(=O)(=O)NC2=NCCC2)c1)c1ccc(=O)[nH]c1	0.2%	i	57.9	0.9%[50 µM]
CCOc1ccccc1OCCCC(=O)NNC(=O)c1nn(C)c(=O)c2ccccc12	0.4%	i	32.3	0.7%[50 µM]
COc1cc(OC)cc(C(=O)Nc2cccc(-c3ccc(N4CCOCC4)nn3)c2)c1	-1.4%	i	61.4	1.4%[50 µM]
COc1ccc([N+](=O)[O-])cc1NS(=O)(=O)c1cc(C(=O)NCc2cccnc2)ccc1Cl	-0.9%	i	12.8	0.3%[50 µM]
COc1ccc(S(=O)(=O)N2CCCC2CNC(=O)C(=O)NC2CCCCCC2)cc1 (stereo not given)	0.4%	i	21.6	0.6%[50 µM]
Cc1ccc(C)c(NC(=O)CN(C)C(=O)C2CCN(C(=O)Nc3ccccc3)CC2)c1	-1.9%	i	49.4	0.7%[50 µM]
CN(Cc1ccc(OC(F)F)cc1)C(=O)c1ccc2c(=O)n3c(nc2c1)CCC3	2.2%	i	45.9	1.2%[50 µM]
CCOc1ccccc1N1CCN(C(=O)[C@@H]2CCCN2C2=NS(=O)(=O)c3ccccc32)CC1	-0.7%	i	9.8	0.4%[50 µM]
O=C(CN1C(=O)NC2(CCOc3ccccc32)C1=O)c1ccc(Cl)cc1 (stereo not given)	-0.2%	i	26.1	0.7%[50 µM]
Cc1nc2ccc(NS(=O)(=O)c3c(F)cc(F)cc3Br)cc2s1	0.8%	i	40.8	0.1%[50 µM]

In the list so far, these have a thiophene ring, fused or not:
molecule	RSV CPE inhibition	T cell modulator	T cell modulator vesicle-bound %	K1F lysis inhibition
CC1CCCC(NC(=O)c2cccs2)C1C (stereo not given)	1.6%	i	13.2	1.2%[50 µM]
COc1cccc(C(=O)OCC(=O)Nc2sc3c(c2C(N)=O)CCC3)c1O	0.3%	i	40.4	0.9%[50 µM]
O=C(COc1cc(F)ccc1[N+](=O)[O-])N1N=C(c2cccs2)CC1c1ccco1 (stereo not given)	3.6%	i	33.8	-0.2%[50 µM]
CC(=O)c1cc2c(cc1NC(=O)Cc1ccsc1)OCO2	0.6%	i	29.4	1.2%[50 µM]

(further entries)
molecule	RSV CPE inhibition	T cell modulator	T cell modulator vesicle-bound %	K1F lysis inhibition
CC(C)c1cccc(C(C)C)c1NC(=O)COC(=O)C1CCC1	-2.0%	i	9.8	1.6%[50 µM]
OCC[C@H]1C[C@H](O)[C@@H](O)[C@]2(CCc3ccccc3O2)O1	-0.2%	i	17.3	0.6%
Cc1ccc(C)c(OCCC(=O)NNC(=O)c2ccccc2)c1	-2.4%	i	41.8	-1.3%
Cc1cc(C)cc(N(CCC#N)C(=O)CSc2n[nH]c(N)n2)c1	-1.1%	i	32.7	0.2%[50 µM]
COc1ccc(-c2csc3ncnc(N4CCN(S(=O)(=O)c5ccc(C(C)=O)cc5)CC4)c23)cc1	7.1%	i	47.9	1.4%[50 µM]
CN(C)CCn1c2c(c(SCC(=O)Nc3ccc4c(c3)OCCO4)nc1=O)CCCC2	-2.0%	i	30.9	0.9%[50 µM]
COc1cccc(NC(=O)CN(C)CC(=O)NCc2ccc3c(c2)OCO3)c1	0.1%	i	25.3	0.6%[50 µM]
C/C(=N\NC(=O)c1ccc(O)cc1)c1ccc2c(c1)OCCO2	0.4%	i	41.8	1.1%[50 µM]
COc1ccc2c(c1)OC[C@H]1[C@H]2N2C(=O)CN(Cc3ccc(C)cc3)C(=O)[C@@]2(C)[C@H]1c1ccccc1	9.5%	i	47.2	1.0%
CN(c1ccccc1)S(=O)(=O)c1cccc(C(=O)NCc2ccccc2CN2CCCC2)c1	0.0%	i	21.4	0.7%[50 µM]
Cc1cc(NC(=O)COc2ccc([N+](=O)[O-])cc2)no1	2.1%	i	39.2	1.4%[50 µM]

Single values from the results shown.
Cc1cc(NC(=O)COc2ccc([N+](=O)[O-])cc2)no1 in RSV CPE inhibition → 2.1%
OCC[C@H]1C[C@H](O)[C@@H](O)[C@]2(CCc3ccccc3O2)O1 in K1F lysis inhibition → 0.6%
